CD11b adhes inh: inhibitors of CD11b/CD18 adhesion to fibrinogen, primary screen, K562 cells, luminescence; inhibition, % at 10 µM; Integrin beta-2 (Homo sapiens) + Integrin alpha-M (Homo sapiens), P05107+P11215; ATPlite luminescence; Mn2+ added to activate the integrin; 0.54% of 93,000 active;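 active = primary inhibition of 50% or more at 10 µM, then 40% or more on retest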; also: some results filed as inactive read as strong as hits
MT1-MMP txn act: MT1-MMP promoter reporter activation – cell-based, luciferase luminescence, primary screen. 0.16% of 86,000 active. AID 750, 2007. activation factor at 10 µM. HT1080 MT1-MMP promoter luciferase reporter, overnight; hits give high values;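 active = activation factor of at least 2 for MT1-MMP transcription at 10 µM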
FAK blocker: FAK kinase inhibitors, primary screen, biochemical | Focal adhesion kinase 1 (Homo sapiens), Q05397 | biochemical FAK kinase activity assay | inhibition, %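 (tested at 7 µM)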 | 0.84% of 97,000 active | AID 727, 2007; in the data active = inhibition above about 19%;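 also: 0% = DMSO and 100% = reference compound high control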
Mac1 fbg enh: enhancers of CD11b/CD18 adhesion to fibrinogen, primary screen, K562 cells, luminescence. Integrin beta-2 (Homo sapiens) + Integrin alpha-M (Homo sapiens), P05107+P11215. ATPlite luminescence. activation, % at 10 µM. 0.07% of 93,000 active;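 active = 10 µM primary screen giving 50% or more activity, confirmed by 40% or more on retest at that dose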; also: strong numbers were not always called active; reference of the scale not given here
ERa SRC1 pot: enhancers of ERα–SRC-1 coactivator binding, primary screen, biochemical, TR-FRET, ERα LBD, low estradiol | TR-FRET ERalpha-LBD/SRC-Cy5 coactivator binding, 2 h; 100 = basal binding, no effect | coactivator binding (% of control), % at 25.6 µM | 1.3% of 86,000 active; in the data active = activity above about 200%;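 also: binding measured in presence of low estradiol as agonist stimulus; 0% = peptide alone without receptor and 100% = receptor with peptide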
Ecoli WT expand: growth inhibitors of wild-type E. coli, primary screen, strain BW25113, expanded library, OD600 | OD600 absorbance | growth inhibition, % at 100 µM | 0.15% of 98,000 active;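 active = growth inhibition above about 50% at one test dose, limit read from the data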;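 also: growth measured after 20 h incubation at 37 °C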
ERa SRC1 inh: ERα–SRC-1 coactivator interaction inhibitors, primary screen, biochemical, TR-FRET, ERα LBD, estradiol-bound. TR-FRET ER-alpha LBD / SRC-1 peptide. inhibition, % at 25.6 µM. 1.7% of 86,000 active; in the data active = inhibition above about 50%;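 also: 0% = receptor plus peptide control and 100% = peptide only without receptor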
ERb SRC1 inh: inhibitors of ERβ-SRC1 coactivator interaction, primary screen, biochemical, TR-FRET, ERβ LBD, SRC-1 peptide; Estrogen receptor beta (Homo sapiens), Q92731; TR-FRET ER-beta LBD / SRC1-Cy5 peptide binding; receptor agonist-loaded with 1 µM estradiol; inhibition, % at 25.6 µM; 1.3% of 86,000 active;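 active = compounds whose percent inhibition of the receptor-coactivator binding signal exceeds about 50% in the single-dose screen, limit read from the data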;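 also: 0% = receptor plus peptide wells without compound and 100% = peptide-only wells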
PLAP activator: PLAP enzyme activators, biochemical, luminescence, HTS; Alkaline phosphatase, placental type (Homo sapiens), P05187; purified PLAP enzyme, luminescent substrate read-out; hits give high values; activation fold at 20 µM; 1.2% of 96,000 active; in the data active = activation fold above about 2
Target sequence (P05187 whole entry, looked up): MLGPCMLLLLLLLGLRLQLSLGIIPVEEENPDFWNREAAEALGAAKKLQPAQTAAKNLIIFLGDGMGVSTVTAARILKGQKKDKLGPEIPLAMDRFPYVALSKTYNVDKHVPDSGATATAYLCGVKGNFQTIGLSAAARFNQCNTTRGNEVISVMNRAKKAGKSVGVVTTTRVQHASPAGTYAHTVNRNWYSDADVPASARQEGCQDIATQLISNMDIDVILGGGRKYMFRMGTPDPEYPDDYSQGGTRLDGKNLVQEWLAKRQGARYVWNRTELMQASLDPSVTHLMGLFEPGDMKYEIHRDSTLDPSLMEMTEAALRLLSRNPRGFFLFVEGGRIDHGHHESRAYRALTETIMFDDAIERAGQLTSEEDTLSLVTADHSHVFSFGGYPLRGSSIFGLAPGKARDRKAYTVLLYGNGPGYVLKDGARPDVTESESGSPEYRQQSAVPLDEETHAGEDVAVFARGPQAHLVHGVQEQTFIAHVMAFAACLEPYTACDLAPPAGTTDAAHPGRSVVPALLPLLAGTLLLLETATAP
Starred values were filed as active, the others as inactive; . = not tested or not shown; [ ] = dose if it differs, or a comment.

SMILES	CD11b adhes inh	MT1-MMP txn act	FAK blocker	Mac1 fbg enh	ERa SRC1 pot	Ecoli WT expand	ERa SRC1 inh	ERb SRC1 inh	PLAP activator
COc1ccccc1C1=NOC(COC(=O)c2ccc3ccccc3n2)C1 (stereo unspecified)	-1	.	-7	0	.	11	.	.	0.8
Cc1ccc(C(=O)n2cnnc2N)cc1	.	1.2	-8	.	114	-5	6	-5	1.2
COCCOc1cc(-n2ccnc2SC)c(Cl)cc1Cl	-2	.	2	-3	.	-5	.	.	1.2
Cc1ccc(C(=O)Nc2nnc(C3CCCCC3)s2)o1	-1	1.1	-1	0	108	1	-6	-6	1
Clc1ccccc1-c1nnc2sc(-c3ccc4c(c3)OCO4)nn12	16	1.3	-1	3	111	24	6	2	1
CCOCCCNC(=O)c1cc(C)nn1-c1ccccc1	-5	1.1	.	3	79	0	6	30[fluorescence artefact?]	1
Cc1nonc1NC(=O)OCCN1CCOC1=O	31	.	-2	0	.	2	.	.	1
CC(=O)c1c(C)n(C)c2ccc(O)cc12	-3	.	1	-4	.	14	.	.	1.2
O=c1oc2c3c4c(cc2cc1-c1nc2ccccc2[nH]1)CCCN4CCC3	.	1.4	.	.	10[fluorescence artefact?]	.	94*[fluorescence artefact?]	58*[fluorescence artefact?]	.
COc1ccc(OC)c(NC(=O)c2cc(-c3cc(Cl)ccc3O)n[nH]2)c1	-9	1.4	-4	-1	181	-11	22	27	1.6
COC(=O)CCC(=O)Nc1ccc(NC(=O)CCC(=O)OC)cc1	-23	1.1	-1	-4	.	2	.	.	1.2
COCCn1c(SCC(=O)Nc2cc(C)cc(C)c2)nnc1C(C)C	-20	1.1	1	0	127	-2	1	3	1.4
Cc1cc(C)nc(-n2c(Nc3ccccc3)cc(=O)c3c(C)n(-c4ccccc4)c(=O)nc32)n1	.	1.2	-1	.	96[fluorescence artefact?]	.	-7	-6	.
CCOC(=O)C1=C(C)NC(=O)NC1c1ccc(C)o1 (stereo unspecified)	-5	1.1	2	-5	94[fluorescence artefact?]	2	7	20	1.2
Cc1ccc(C2CC(=O)c3cnc(NC(=O)c4ccco4)nc3C2)cc1 (stereo unspecified)	-8	1	3	-5	95[fluorescence artefact?]	5	21[fluorescence artefact?]	6	1.1
Cc1cccc(C)c1NC(=O)CCCSc1nnc(-c2ccco2)n1-c1ccccc1	-10	1.1	6	2	99	3	-27	-25	1.3
Cc1ccc2c(c1)NC(=O)C(CC(=O)NCCN(CC(C)C)CC(C)C)O2 (stereo unspecified)	12	1.1	2	0	93	0	4	3	1.2
O=C(Nc1ccccn1)C1CCN(S(=O)(=O)c2cccc3nonc23)CC1	-6	.	0	0	120	-4	-3	-10	1.2
CC(C)NC(=O)c1ccc2c(c1)S(=O)(=O)c1ccccc1C2=O	-2	1	4	-1	99	7	-6	-5	0.9
COc1cc(C)c(S(=O)(=O)n2ccc(C)n2)cc1C	-21	1.1	2	-4	106	8	7[fluorescence artefact?]	3[fluorescence artefact?]	1.2

Next section, starting with the last 4 of the part before.
SMILES	CD11b adhes inh	MT1-MMP txn act	FAK blocker	Mac1 fbg enh	ERa SRC1 pot	Ecoli WT expand	ERa SRC1 inh	ERb SRC1 inh	PLAP activator
Cc1ccc2c(c1)NC(=O)C(CC(=O)NCCN(CC(C)C)CC(C)C)O2 (stereo unspecified)	12	1.1	2	0	93	0	4	3	1.2
O=C(Nc1ccccn1)C1CCN(S(=O)(=O)c2cccc3nonc23)CC1	-6	.	0	0	120	-4	-3	-10	1.2
CC(C)NC(=O)c1ccc2c(c1)S(=O)(=O)c1ccccc1C2=O	-2	1	4	-1	99	7	-6	-5	0.9
COc1cc(C)c(S(=O)(=O)n2ccc(C)n2)cc1C	-21	1.1	2	-4	106	8	7[fluorescence artefact?]	3[fluorescence artefact?]	1.2
CN(CC(=O)N1CCCC1)S(=O)(=O)c1ccc(Cl)cc1	-7	1.5	0	-2	105	4	2	-8[fluorescence artefact?]	0.8
O=C(NCc1ccccn1)C(F)(F)C(F)(F)C(=O)NCc1ccccn1	-8	1.2	1	6	127[fluorescence artefact?]	8	-4	3	1.1
CCOc1ccccc1C1C(C(=O)OC)=CN(C)C=C1C(=O)OC	-7	1.1	0	-2	94	0	-4	-2	1.3
COc1ccc(-c2nnc(-c3cccs3)o2)cc1OC	1	1.3	-2	3	103	0	2	0	0.9
CCCN(Cc1cc2cccc(C)c2[nH]c1=O)S(C)(=O)=O	-3	1.2	-1	0	88[fluorescence artefact?]	2	4	-1	1.5
CCOC(=O)/C=c1\s/c(=C\c2ccccc2OC)c(=O)n1CC(=O)N1CCOCC1	0	1.3	-1	-1	86[fluorescence artefact?]	-4	-4	-1[fluorescence artefact?]	1.4
COc1ccc(CNC(=O)COC(=O)c2c(-c3c(F)cccc3Cl)noc2C)cc1OC	11	1	-5	-3	97	0	0	1	1.5
Cc1ccc2[nH]c3c(N4CCN(Cc5ccccc5)CC4)ncnc3c2c1	84	1	17	-2	106	5	6	5[fluorescence artefact?]	2*
CCCCN(Cc1ccccc1)c1ncnc2nc[nH]c12	17	1.5	.	3	89	2	3	-3[fluorescence artefact?]	2.1*
CC(C)(C)C(=O)c1cnc(Nc2ccccc2Cl)s1	17	.	6	-1	98	2	3	8	1.1
O=C(Nc1cccc(Oc2c(F)c(F)c(F)c(F)c2F)c1)N1C[C@@H]2C[C@@H](C1)c1cccc(=O)n1C2	1	1.1	2	-7	114	-1	-3	-9	1.2
COc1ccsc1C(=O)N1CCN(Cc2ccc3c(c2)OCO3)CC1	4	1.3	-1	-4	103	10	8	-6[fluorescence artefact?]	1.2
CC(CCO)Nc1nc2c(c(=O)n(C)c(=O)n2C)n1Cc1cccc(Br)c1 (stereo unspecified)	7	1.1	-1	1	97	5	0	-6	1.8
Cc1ccc(SC(C)C(=O)N2CCCC2)cc1 (stereo unspecified)	-12	1.1	-12	-2	120	6	-4	-8	1
Cc1ccc(C)c(OCC(=O)Nc2ccc(S(=O)(=O)N3CCN(C)CC3)cc2)c1	.	1.1	0	.	95	.	2	-3	.
CCOC(=O)c1sc2ccc(S(=O)(=O)N3CCCCC3)cc2c1N	7	1.1	4	-1	104	-7	-55	-6[fluorescence artefact?]	0.9
O=C(NCc1ccc2c(c1)OCO2)C1CCCN1C(=O)Nc1ccc(F)cc1 (stereo unspecified)	2	1	-3	0	137	-5	-6	-4	0.9
Cc1ccc(-n2c(C)nc3c(cnn3-c3ccc(F)cc3)c2=O)cc1	.	1.1	5	.	96	2	-3	2	0.9
CN1CC2CCCC3(C1)C(=O)NC1(CCCCC1)N=C23 (stereo unspecified)	-7	1.1	.	0	128	-6	-7	0	1
Cc1csc(NC(=O)c2sc3nc(-c4cccs4)ccc3c2N)n1	-8	0.6	0	0	41[fluorescence artefact?]	-6	85*[fluorescence artefact?]	53*[fluorescence artefact?]	1

Some of the entries above, set out differently:
Order of values – CD11b adhes inh | MT1-MMP txn act | FAK blocker | Mac1 fbg enh | ERa SRC1 pot | Ecoli WT expand | ERa SRC1 inh | ERb SRC1 inh | PLAP activator
COc1ccc(CNC(=O)COC(=O)c2c(-c3c(F)cccc3Cl)noc2C)cc1OC
    11 | 1 | -5 | -3 | 97 | 0 | 0 | 1 | 1.5
Cc1ccc2[nH]c3c(N4CCN(Cc5ccccc5)CC4)ncnc3c2c1
    84 | 1 | 17 | -2 | 106 | 5 | 6 | 5[fluorescence artefact?] | 2*

(continued)
SMILES	CD11b adhes inh	MT1-MMP txn act	FAK blocker	Mac1 fbg enh	ERa SRC1 pot	Ecoli WT expand	ERa SRC1 inh	ERb SRC1 inh	PLAP activator
Cc1ccc2nc3ccc(N4CCN(C)CC4)nn3c(=O)c2c1	0	1.4	4	0	.	2	.	.	1.1
COC(=O)C1=C(C)N(c2ccc(OC)c(OC)c2)C(=O)C1	-4	1.2	.	-2	103	-12	-3	3	1.3
O=c1c2ccccc2nc2c3ccccc3ncn12	-3	1	3	-5	108	.	-2	9	1
CC(C)NC(=O)Cn1cnc2c1c(=O)n(C)c(=O)n2C	-6	1	-1	4	114	0	-28	-11[fluorescence artefact?]	1.1
COc1ccc(C2CC(=O)CC(=O)C2n2cncn2)cc1 (stereo unspecified)	-1	.	-7	7	.	-7	.	.	1
CCn1c2ccccc2c2cc(/C(C)=N/O)ccc21	8	.	1	7	.	9	.	.	0.8
COc1ccc(N2C(=O)C(Cl)=C(NCc3ccccc3)C2=O)cc1	-2	1.1	-1	-5	90	-11	-7	-6	1
Cc1ccccc1-c1cc2c(nn1)-c1ccccc1C2=O	-11	1.2	16	-2	80[fluorescence artefact?]	-3	-3	0	0.9
CCOC(=O)N1CCN(c2nc(-c3cccs3)cc(C(F)(F)F)n2)CC1	.	1.1	2	.	144	-2	4	6[fluorescence artefact?]	1.1
O=C(NCS(=O)(=O)c1ccccc1)c1ccccc1	-4	1.1	-2	-1	99	-1	3[fluorescence artefact?]	-13	1.1
CCOC(=O)c1cc(-c2ccccc2)sc1NC(=O)CN1C(=O)NC(CC)(c2ccccc2)C1=O (stereo unspecified)	-8	.	-7	-6	.	-6	.	.	1.8
O=S(=O)(NCc1ccncc1)c1ccc(Br)s1	98*	0.9	.	-11	100	11	10	6[fluorescence artefact?]	1
COC(=O)c1ccccc1NC(=O)C12CC3CC(C1)CC(n1cnc(Cl)n1)(C3)C2	.	1.1	-1	.	93	.	-3	-4	.
COc1ccc(N2CCN(C(=O)Cc3ncc(C(F)(F)F)cc3Cl)CC2)cc1	2	.	-1	-2	.	3	.	.	1.2
Cc1cc(C)nc(SCC(=O)Nc2ccc(S(=O)(=O)NCCO)cc2)n1	-6	1.1	0	1	121[fluorescence artefact?]	4	-5	-14	1
CCOC(=O)NC1(NC(C)C)Oc2ccccc2O1	-24	1.3	3	0	98	0	-2	-18	1.1
c1ccc(Nc2ncnc3c2oc2ccccc23)cc1	-2	1.7	7	-6	112	0	0	-2	1
CC(C)CC(=O)Nc1cccc(-c2nc3ccccc3o2)c1	-1	1	-2	-4	84	-2	-1	10	0.9
Cc1nc(CNS(=O)(=O)c2ccc3c(c2)OCCO3)cs1	2	1.1	-2	-1	102	.	8	-4	0.8
COc1ccccc1Nc1nnc(SCC(=O)N2CCCC2)s1	-8	1.3	-3	-2	103	1	1	3	1.1
CC(=O)c1cnc(Nc2nc(C)c3ccccc3n2)nc1C	-22	1.1	6	-1	81	2	-3	-2	0.9
CC(C)CCn1cnc2c1c(=O)n(C)c(=O)n2C	.	1.1	-3	.	115[fluorescence artefact?]	.	0	-9	.

Screens deposited in PubChem BioAssay by several laboratories.
